GRK2 aptamer HTS = human GRK2 inhibition via aptamer displacement; P25098; actives 0.59% (n = 330,000); inhibition of aptamer binding, % at 10 µM; bead flow cytometry, FAM-aptamer displacement from GRK2;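 active means inhibition of aptamer binding above 40%, roughly 3 SD of noise, on plates passing a quality check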;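 further: median bead fluorescence of bound FAM aptamer so fluorescent compounds give negative values; no value below 0 was filed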
PME-1 inh = blocks human protein phosphatase methylesterase 1. recombinant PME-1, FP-Rh probe fluorescence polarization. inhibition, % at 5.9 µM. actives 0.53% (n = 320,000). AID 2130;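 active means inhibition above the campaign mean of all compounds plus 3 SD, cut at about 26% in these data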;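 further: competitive labeling of PME-1 active site by serine hydrolase directed probe; 0% = PME-1 with DMSO and 100% = wells lacking PME-1 enzyme; inhibitors block probe labeling so polarization falls and inhibition rises; many of its hits are not listed in these tables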
MCL1-BIM inh = MCL1-BIM-BH3 interaction inhibition (human); GST-MCL1 / FITC-Bim-BH3 fluorescence polarization; actives 0.68% (n = 320,000); Q07820; inhibition, % at 10.9 µM;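 active means inhibition above the mean inhibition of all tested compounds plus 3 SD, set per campaign, cut at about 40% in these data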;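 further: 0% = DMSO wells and 100% = unlabeled Bim-BH3 peptide control; higher means more loss of mP so more displacement of Bim peptide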
Target sequence (Q07820 whole entry, looked up): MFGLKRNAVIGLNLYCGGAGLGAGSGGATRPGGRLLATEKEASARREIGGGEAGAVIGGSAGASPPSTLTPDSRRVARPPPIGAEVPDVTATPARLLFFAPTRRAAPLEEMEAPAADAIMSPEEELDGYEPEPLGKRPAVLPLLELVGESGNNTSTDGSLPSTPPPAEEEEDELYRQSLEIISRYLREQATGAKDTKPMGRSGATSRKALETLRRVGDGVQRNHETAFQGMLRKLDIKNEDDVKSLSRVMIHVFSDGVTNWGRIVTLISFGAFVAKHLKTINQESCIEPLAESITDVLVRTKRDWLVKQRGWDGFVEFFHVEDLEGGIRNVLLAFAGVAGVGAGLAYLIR
Efflux pump mplx = blocks antifungal efflux pumps in multiplex yeast assay; S. cerevisiae Candida pump triplex, Nile Red efflux; inhibition, % at 10 µM; actives 0.44% (n = 330,000); AID 485275;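 active means plate passing quality check with inhibition over a set limit, or well fluorescence over plate mean plus 4 SD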;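 further: Nile Red retained in pooled yeast measured as flow cytometry median fluorescence; 0% = buffer negative control and 100% = Enniatin B positive control; higher means more Nile Red kept so more efflux inhibition; some compounds called inactive have numbers as strong as hits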
Fam108B inh = counter-screen for RBBP9 inhibitors: inhibitors of mouse Fam108B | AID 1947 | recombinant Fam108B, FP-Rh probe fluorescence polarization | actives 0.33% (n = 300,000) | inhibition, % at 9.51 µM;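 active means inhibition above the screen mean inhibition plus 3 SD, computed separately per campaign, cut at about 18% in these data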;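 further: inhibitors lower polarization as less probe binds the enzyme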
BCLXL inh = Bcl-xL (human) inhibition. AID 2129. inhibition, % at 10.9 µM. Q07817. actives 0.7% (n = 320,000). GST-Bcl-xL / FITC-Bim BH3 peptide fluorescence polarization;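 active means inhibition above the mean of all tested compounds plus 3 SD, cutoff set per campaign, cut at about 30% in these data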;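 further: 0% = DMSO wells and 100% = unlabeled Bim-BH3 peptide competitor; inhibitors lower millipolarization by displacing the labeled peptide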
Target sequence (Q07817 whole entry, looked up): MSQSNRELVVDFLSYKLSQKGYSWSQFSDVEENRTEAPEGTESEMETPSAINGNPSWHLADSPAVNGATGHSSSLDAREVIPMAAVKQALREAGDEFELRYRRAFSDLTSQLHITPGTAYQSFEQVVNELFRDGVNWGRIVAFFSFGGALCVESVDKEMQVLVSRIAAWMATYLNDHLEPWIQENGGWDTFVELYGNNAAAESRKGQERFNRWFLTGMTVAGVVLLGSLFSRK
VLA-4 inh = inhibition in a human VLA-4 binding assay; P13612; VLA-4 expressing cells, ligand binding flow cytometry; inhibition, % (about 7 µM as worked out from the volumes in the protocol); actives 0.2% (n = 330,000); AID 2557; in the data active means inhibition above about 50%
GLD-1 TGE inh = GLD-1-TGE RNA interaction inhibition (C. elegans); Q17339; purified GLD-1 + fluorescein TGE RNA, fluorescence polarization; inhibition, % at 5.96 µM; actives 0.44% (n = 320,000); AID 2280;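 active means percent inhibition above a per-plate cutoff, the plate mean of test compounds plus 3 SD, cut at about 30% in these data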;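 further: 0% = DMSO wells with GLD-1 and probe and 100% = wells lacking GLD-1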
Target sequence (Q17339 whole entry, looked up): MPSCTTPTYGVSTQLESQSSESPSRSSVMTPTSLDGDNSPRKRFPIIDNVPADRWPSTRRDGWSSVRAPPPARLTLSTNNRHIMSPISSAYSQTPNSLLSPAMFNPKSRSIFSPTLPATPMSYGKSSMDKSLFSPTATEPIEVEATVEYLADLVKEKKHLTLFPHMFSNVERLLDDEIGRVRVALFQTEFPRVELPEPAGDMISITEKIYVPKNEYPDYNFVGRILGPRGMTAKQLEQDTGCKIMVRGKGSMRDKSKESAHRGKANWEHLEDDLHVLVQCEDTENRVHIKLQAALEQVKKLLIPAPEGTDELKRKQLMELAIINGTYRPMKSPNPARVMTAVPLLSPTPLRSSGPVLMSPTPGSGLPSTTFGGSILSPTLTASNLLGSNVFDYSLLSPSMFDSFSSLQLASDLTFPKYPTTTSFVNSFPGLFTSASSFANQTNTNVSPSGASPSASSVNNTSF
MEX-5 binding = C. elegans MEX-5 TCR-2 RNA binding activity. Q9XUB2. MEX-5/FITC-TCR2 RNA binding, fluorescence polarization; active compounds read low. activity score (negative = inhibition of binding), % at 10 µM. actives 0.38% (n = 300,000). AID 1832;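 active means inhibition past about -25% in most replicates, and total fluorescence under double the plate's negative control median, limit read from the data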;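 further: 0% = DMSO and -100% = 5 µM competing unlabeled TCR2 RNA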
Starred values were filed as active, the others as inactive; . = not tested or not shown; & = joins results of further samples. A portion of the library; the hit share may differ from the screen's.

SMILES	GRK2 aptamer HTS	PME-1 inh	MCL1-BIM inh	Efflux pump mplx	Fam108B inh	BCLXL inh	VLA-4 inh	GLD-1 TGE inh	MEX-5 binding
O=C(NCc1ccc2c(c1)OCO2)C1CC(=O)N(CCc2ccc(Cl)cc2)C1 (stereo not given)	0	4	3	0.2	-2	5	1	1	-3.2
O=C(Cc1csc(NC(=O)c2ccc(F)cc2)n1)NO	0	15	2	0.2	12	2	7	0	0.9
COC(=O)c1cc2c(ccn2-c2ccc(F)cc2)n1CC(=O)N1CCN(C(=O)c2ccco2)CC1	0	3	-3	0.0	0	7	6	0	.
CC(=O)N1CCN(c2ccc(NC(=O)/C=C/c3ccccc3)cc2)CC1	0	-5	-3	0.0	0	3	-1	2	-0.2
O=C(CSc1nnnn1-c1ccccc1)NCc1cccs1	0	2	3	-0.3	2	2	9	2	0.2
O=C(CC(c1ccccc1)c1ccco1)Nc1nccs1 (stereo not given)	0	-9	7	0.1	-3	6	5	4	-0.6
CC(C)C(=O)Nc1cccc(NC(=S)NC(=O)c2ccc(Cl)cc2)c1	0	-6	9	-0.2	-4	4	2	9	2.9
COc1ccc(CC(=O)N/N=C/C=C/c2ccc3c(c2)OCO3)cc1OC	3	6	0	0.0	-3	2	-2	4	0.2
O=c1[nH]nc(Cc2ccc3ccccc3n2)c2ccccc12	0	2	2	0.1	5	4	2	1	-3.1
CCN(CC)CCn1c(N)c(S(=O)(=O)c2ccccc2)c2nc3ccccc3nc21	0	2	6	0.2	5	5	8	-1	2.7
CCC1(C)Cc2c(sc3nnn(Cc4ccccc4Cl)c(=O)c23)CO1 (stereo not given)	0	1	-8	-0.1	-6	-1	-3	1	3.7
COc1ccc(C(=O)N/C(=C\c2ccccc2)C(=O)Nc2cccc(C(=O)O)c2)cc1	90*	0	3	0.0	0	3	-7	2	2.3
CCCCOc1ccc(C2C(C(=O)c3cccs3)=C(O)C(=O)N2CCN2CCOCC2)cc1 (stereo not given)	0	-2	3	0.2	2	0	2	5	-1.0
CCOc1ccccc1/C=N/Nc1nc(C)cc(=O)[nH]1	0	-4	2	0.0	-5	2	-2	3	-0.2
Cc1cccc2cc(COC(=O)C3CCCO3)c(=O)[nH]c12 (stereo not given)	1	-3	4	0.0	-3	-1	-12	5	-0.7
COC(=O)c1c(NC(=O)c2ccc(C)cc2)sc(Cc2ccccc2)c1C	0	-8	3	0.1	-1	8	9	11	1.5
CC(C)[C@H]1COCCS(=O)(=O)N1Cc1ccc(Cl)cc1	0	-1	-10	-0.1	3	15	2	1	-0.9
COCCCn1c(=S)[nH]c2ncccc2c1=O	0	-8	7	-0.2	6	-4	-3	0	-1.7
O=C(C1CCC(N2C(=O)C3CC=CCC3C2=O)CC1)N1CCCCC1 (stereo not given)	0	-3	6	0.0	4	-2	17	12	-2.8
CCOC(=O)C1=C(C)NC(=O)NC1c1ccc(OCC(=O)N2CCCCC2)cc1 (stereo not given)	2	3	-2	0.1	1	4	0	-3	0.4
CCO/N=C/C1=C(O)C(C(=O)OC)C(C)(C)CC1=O (stereo not given)	0	-2	6	-0.1	0	6	-14	2	-1.3
COc1ccc(CCNC(=O)C(=O)NCC2CCNCC2)cc1OC	0	1	5	0.0	2	7	5	-1	-1.0
Cc1ccc(CN2CCS(=O)(=O)CC2)o1	0	-9	-9	0.0	-3	2	9	6	-1.4
O=S(=O)(c1ccc(Br)cc1)N1CCN(Cc2ccco2)CC1	1	5	8	-0.2	2	1	6	1	-0.8
CC(Oc1ccc2c(-c3ccccc3)cc(=O)oc2c1)C(=O)N1CCOCC1 (stereo not given)	3	.	.	-0.1	.	.	4	4	.
Cc1cccc(CN2CCN(Cc3nc4c(s3)CCCC4)CC2CCO)n1 (stereo not given)	0	-8	-2	0.6	1	3	-15	6	-1.4
COc1ccc(CCC(C)NC(=O)Cc2ccc(OC)c(OC)c2)c(OC)c1 (stereo not given)	0	7	-2	1.3	-3	-1	24	-3	-2.5
NC(=O)CC(NC(=O)c1ccc(Br)cc1)c1ccc(N2CCC(Cc3ccccc3)CC2)c([N+](=O)[O-])c1 (stereo not given)	1	2	0	-0.1	2	3	-6	1	4.2
COc1cccc(CNC(=O)COc2ccc(C(=O)c3ccccc3)cc2)c1	1	-1	7	0.0	-4	3	32	4	-0.5
O=C(O)C1CCN(c2ccccc2[N+](=O)[O-])CC1	0	2	0	-0.5	5	5	5	-8	0.1
NN1C(=O)c2cccc3c(C(=O)O)ccc(c23)C1=O	1	-6	-5	0.0	1	2	-4	5	-0.2
Cc1ccc2c(C)c(C(=O)Nc3c(C)n(C)n(-c4ccccc4)c3=O)oc2c1	2	2	0	0.0	4	3	9	-12	-1.9
CCn1cc(C(=O)O)c(=O)c2cc(F)c(N3CCN(C(=S)NC(=O)c4ccc(Br)cc4)CC3)cc21	0	-2	-6	0.1	-1	-9	3	-9	0.1
CC(OC(=O)CCN=C1NS(=O)(=O)c2ccccc21)C(=O)Nc1ccc(S(N)(=O)=O)cc1 (stereo not given)	4	2	-6	0.1	.	-2	23	6	.
CC(=O)N1CCc2cc(S(=O)(=O)NC(Cc3ccccc3)C(=O)Nc3cc(C)ccn3)ccc21 (stereo not given)	2	-1	1	0.2	1	1	7	1	0.2
CCCc1ccc2oc(C(=O)N3CCNC(=O)C3CC(=O)OC)c(C)c2c1 (stereo not given)	0	-2	9	0.1	-1	7	-4	-4	-1.6
CCNC(=O)C(=O)Nc1ccc2c(c1)N(S(=O)(=O)c1cccs1)CCC2	0	4	-7	-0.1	0	5	2	-5	-0.9
CC(OC(=O)C1CCCO1)C(=O)NC1CCCC1 (stereo not given)	1	-5	-3	0.0	5	-7	9	6	-1.1
COc1ccc(Br)c(/C=N/NC(=O)COc2ccc(-c3ccccc3)cc2)c1	0	-22	9	0.0	-7	3	15	1	2.4
C=CCSc1ccccc1C(=O)Nc1ncn[nH]1	0	-7	14	0.0	-2	1	0	1	-2.8
O=C(NC1CCCc2ccccc21)C1CCN(S(=O)(=O)c2ccccc2F)CC1 (stereo not given)	7	58*	-4	-0.2	-6	-1	-28	3	-0.6
COCCn1c(N)c(NCc2ccccc2)c(=O)[nH]c1=O	47*	0	73*	-0.1	4	65*	-1	95*	-68*
O=C(CC1OC(=O)c2ccccc21)Nc1cc(Cl)ccc1N1CCCC1 (stereo not given)	0	0	1	0.1	1	4	39	-4	-0.7
CCCCc1ccc(N=N/C(C(=O)Nc2ccccc2OC)=C(/C)O)cc1	0	-5	-1	0.0	-6	5	35	2	2.0
FC(c1nc2ccccc2[nH]1)C(F)(F)F (stereo not given)	0	-4	-5	0.1	1	-2	-2	-1	-1.6
CN(C)c1ccc(C2N(C(=O)N3CCOCC3)CCN2S(=O)(=O)c2ccccc2)cc1 (stereo not given)	1	2	-2	-0.1	0	3	0	2	1.1
CNCCCC12CCC(c3ccccc31)c1ccccc12	0&0&0	-5&-5&-6	-3&1&0	-0.1&-0.2&-0.1	-2&-1&-3	0&0&1	14&6&5	0&5&-8	1.5&3.0&-2.2
O=C(O)c1ccccc1Sc1c([N+](=O)[O-])cc(C(F)(F)F)cc1[N+](=O)[O-]	4	-2	6	-0.2	5	5	-4	1	-0.1
CC(C)(CNC(=O)C1CCCC1)CNC(=O)C1CCCC1	0	-5	3	0.1	6	-1	3	4	2.0
Cc1cc([N+](=O)[O-])nn1CC(=O)Nc1cccc2nonc12	0	5	18	0.0	1	11	-21	4	-0.3
CCN1C(=O)N[C@@H](c2ccc(Br)cc2)C(C(C)=O)=C1C	2	0	1	0.0	2	3	4	-1	-1.0
Cc1ccc(C(=O)CCC(=O)OCC(=O)Nc2c(C)nn(-c3ccccc3)c2C)cc1	0	5	-2	0.0	2	2	-9	5	2.2
COc1ccc(Cl)cc1N(CC(=O)N1CCN(Cc2ccccc2)CC1)S(C)(=O)=O	0	1	0	-0.4	-2	4	-8	1	0.4
CCOn1c(=O)c(-c2ccc(Cl)cc2)[n+]([O-])c2ccccc21	0	-2	8	-0.1	-1	3	16	6	1.2
COc1ccc(S(=O)(=O)N2CCC(C(=O)NCc3cccc(OC)c3)CC2)cc1	0	2	-3	-0.1	-1	3	0	4	-2.5
CC(C)(C)NC(=O)/C(=C\C=C\c1ccccc1)NC(=O)c1ccc([N+](=O)[O-])cc1	0	1	3	-0.1	0	9	9	-11	1.6
CCOc1ccccc1OCCCNCc1ccccc1	0	4	6	0.0	2	5	2	3	-0.5
Nc1c(C(=O)CSc2nnc(N3CCOCC3)n2-c2cccc(F)c2)c(=O)[nH]c(=O)n1C1CC1	2	4	-24	0.0	.	-20	49	0	.
Cn1ccc(C(=O)Nc2ccc(Br)cc2Br)n1	1	-4	-3	-0.2	-1	1	7	0	1.5
COC(=O)CCCC1=CC2=C(c3ccccc3)C(=O)C(C)(OC(=O)C3CCCC3)C(=O)C2=CN1CCc1ccccn1 (stereo not given)	1	6	28	0.4	4	29	0	11	-16
Next compounds follow.
SMILES	GRK2 aptamer HTS	PME-1 inh	MCL1-BIM inh	Efflux pump mplx	Fam108B inh	BCLXL inh	VLA-4 inh	GLD-1 TGE inh	MEX-5 binding
CCOC(=O)c1c(NC(=O)C2=C(C)NC(=S)NC2c2ccccc2C(F)(F)F)sc(C)c1C (stereo not given)	0	-1	10	-0.5	-1	4	-3	2	-2.6
COCc1nnc(NC(=O)c2ccc(S(=O)(=O)N(CC(C)C)CC(C)C)cc2)o1	1	-5	6	-0.1	2	1	2	-3	-2.1
Cc1onc(-c2ccccc2)c1C(=O)N1CCN(C(=O)c2ccco2)CC1	0	-3	8	0.2	-3	-1	6	-3	0.6
Cc1ccc(CN2CCC(CNS(=O)(=O)c3ccc(-c4ccc(=O)[nH]n4)s3)CC2)cc1	0	2	0	0.0	0	1	7	-10	1.1
O=S(=O)(c1cccs1)N1CCN(CCc2ccccc2)CC1	0	5	3	0.2	0	0	-6	2	0.8
COc1ccc(N2C(=O)CC(Sc3nc4ccccc4s3)C2=O)cc1 (stereo not given)	4	0	-1	0.1	0	8	16	-2	-0.7
COC(=O)c1ccccc1NC(=O)CN(c1cc(OC)ccc1OC)S(C)(=O)=O	1	2	-4	0.2	-1	-2	-2	4	1.4
Cc1cccc(CSCc2nnc(N)s2)c1	0	-1	12	-0.1	-6	4	4	1	1.9
CCN(CC)S(=O)(=O)c1cc(C)c(C)cc1Br	0	0	-1	0.0	-3	2	2	-1	-0.8
COc1ccc(C(C)(C)NC(=O)C2CCC(=O)N(C3CCCC3)C2)cc1OC (stereo not given)	4	3	-8	0.0	-4	-4	-10	0	-2.1
O=C(CSc1ncn(-c2ccccc2)n1)Nc1nc2c(s1)CCCC2	6	-3	16	0.3	1	5	8	3	0.7
COc1ccc(-n2ncc3c2CC(C)(C)CC3NC(=O)CN2CCOC2=O)cc1 (stereo not given)	1	.	.	1.3	.	.	41	.	-0.1

One compound at a time (already shown). Screens in order: GRK2 aptamer HTS, PME-1 inh, MCL1-BIM inh, Efflux pump mplx, Fam108B inh, BCLXL inh, VLA-4 inh, GLD-1 TGE inh, MEX-5 binding
O=C(CSc1ncn(-c2ccccc2)n1)Nc1nc2c(s1)CCCC2 is listed as 6, -3, 16, 0.3, 1, 5, 8, 3, 0.7
CCOC(=O)c1c(NC(=O)C2=C(C)NC(=S)NC2c2ccccc2C(F)(F)F)sc(C)c1C (stereo not given) is listed as 0, -1, 10, -0.5, -1, 4, -3, 2, -2.6
